From PubChem BioAssay
Tb MetRS inh = blocks T. brucei methionyl-tRNA synthetase activity; purified T. brucei MetRS, ATP depletion, Kinase-Glo luminescence; inhibition, % at 11.9 µM; actives 0.4% (n = 360,000);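 active means inhibition above a per-plate cutoff of the control wells' mean inhibition plus 3 SD, cut at about 5.5% in these data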;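 further: 0% = DMSO wells median and 100% = median of wells with control inhibitor compound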
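System: purified T. brucei MetRS enzyme / Detection: Kinase-Glo luciferase luminescence reporting remaining unconsumed ATP / Medium: HEPES buffer with MgCl2, KCl, DTT, spermine, BSA, pyrophosphatase / Replication: singlicate, one well per compound / Evaluation: percent inhibition relative to median high and low control wells / Schedule: 2 h aminoacylation at 25 °C after 15 min preincubation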
STEP block = inhibitors of human striatal-enriched phosphatase STEP; P54829; recombinant STEP, OMFP fluorogenic substrate, fluorescence; inhibition, % at 20 µM; actives 0.25% (n = 360,000);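 active means inhibition at 20 µM, scaled per plate between control wells, above about 37%, limit read from the data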;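 further: 0% = DMSO with enzyme and substrate and 100% = substrate only without enzyme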
Target sequence (P54829 whole entry, looked up): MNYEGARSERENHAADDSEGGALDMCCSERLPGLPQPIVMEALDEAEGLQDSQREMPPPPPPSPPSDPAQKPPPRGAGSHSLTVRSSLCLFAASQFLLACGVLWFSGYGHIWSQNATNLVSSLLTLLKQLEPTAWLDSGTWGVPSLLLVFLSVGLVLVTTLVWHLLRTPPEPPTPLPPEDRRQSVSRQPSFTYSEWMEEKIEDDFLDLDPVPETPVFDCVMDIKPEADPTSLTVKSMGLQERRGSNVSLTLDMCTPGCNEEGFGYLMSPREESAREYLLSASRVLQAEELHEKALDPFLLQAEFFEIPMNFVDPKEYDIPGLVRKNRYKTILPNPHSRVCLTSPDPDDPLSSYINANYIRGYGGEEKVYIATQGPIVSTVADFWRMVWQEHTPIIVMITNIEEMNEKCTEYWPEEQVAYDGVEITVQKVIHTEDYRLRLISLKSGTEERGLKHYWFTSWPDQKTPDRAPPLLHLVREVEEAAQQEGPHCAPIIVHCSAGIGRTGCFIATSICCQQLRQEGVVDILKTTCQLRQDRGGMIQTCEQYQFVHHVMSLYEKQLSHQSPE
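Also added – OMFP at 25 µM · Test system – STEP tyrosine phosphatase · Technique – FITC-channel fluorescence of OMFP product · Schedule – 20 min at room temperature, dark · Evaluation – control-normalized % inhibition with plate pattern correction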
Scp1 inh = blocks human Scp-1 phosphatase activity | Q9GZU7 | Recombinant Scp1, phosphopeptide, malachite green phosphate absorbance | inhibition, % at 20 µM | actives 0.88% (n = 340,000) | AID 493091;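 active means inhibition above about 50% at 20 µM, limit read from the data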;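 further: plate controls were DMSO wells with enzyme for no effect and wells lacking enzyme for full effect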
Target sequence (Q9GZU7 76-261 limits assumed): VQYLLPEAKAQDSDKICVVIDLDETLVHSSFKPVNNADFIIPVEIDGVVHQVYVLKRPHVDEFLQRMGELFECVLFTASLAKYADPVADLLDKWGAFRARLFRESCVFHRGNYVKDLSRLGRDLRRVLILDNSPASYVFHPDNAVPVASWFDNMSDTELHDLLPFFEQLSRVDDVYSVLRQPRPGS
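Material: truncated SCP-1 phosphatase (76-261aa) / Buffer or medium: 50 mM Tris acetate pH 5.5, 0.005% Tween-20, 10 mM MgCl2 / Compound dosing: one concentration, 20 µM, with 1.0% DMSO / Incubation: 45 min room-temperature reaction, 5 min colour, 30 min stabiliser / Detection: colorimetric free-phosphate detection, absorbance 630 nm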
bovine MsrA act = bovine methionine sulfoxide reductase A activation. purified bovine MsrA, absorbance read-out. activation, % at 10.6 µM. actives 0.3% (n = 360,000). AID 602163; in the data active means activation above about 7.5%;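 further: 0% = vehicle and 100% = reference activator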
NRP1-CendR mod = NRP-1/CendR interaction modulation. O14786. AID 602438. FAM-RPARPAR peptide binding to NRP-1, fluorescence polarization. actives 0.85% (n = 360,000). inhibition, % at 25 µM;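 active means inhibition or corrected inhibition above about 18%, plus a signal ratio from 0.5 to 1.5, limit read from the data, passing the limit was not always enough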; further: strong numbers were not always called active
DNMT1 inh = DNMT1 (human) enzyme inhibition; actives 0.83% (n = 360,000); DNMT1 molecular beacon, Hinp1I cleavage, fluorescence; P26358; AID 588458; inhibition (reported as % activation of signal), % at 10 µM; in the data active means inhibition above about 50%
E coli Lon inh = inhibitors of E. coli Lon protease; P0A9M0; purified E. coli Lon protease, fluorescence polarization; inhibition, % at 7.94 µM; actives 0.42% (n = 360,000); AID 602123; in the data active means inhibition above about 13%, passing the limit was not always enough;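 further: 0% = enzyme with probe and DMSO and 100% = no enzyme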
LMPTP inh = LMPTP (human) inhibition; P24666; recombinant LMPTP-A, OMFP fluorogenic substrate, fluorescence intensity; inhibition, % at 20 µM; actives 0.22% (n = 360,000); AID 651560;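 active means compounds that cut the enzyme signal by at least half of the control window in the single-dose screen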;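 further: plate controls were DMSO wells with enzyme plus substrate for no effect and substrate without enzyme for full effect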
Target sequence (P24666 whole entry, looked up): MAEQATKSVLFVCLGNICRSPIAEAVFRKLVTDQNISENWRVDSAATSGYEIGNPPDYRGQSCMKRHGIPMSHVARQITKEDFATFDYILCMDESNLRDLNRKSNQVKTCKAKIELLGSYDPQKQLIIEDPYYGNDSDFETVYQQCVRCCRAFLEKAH
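Test system – LMPTP-A phosphatase enzyme · Quantity – 0.625 nM LMPTP-A final · Reagent – OMFP substrate, 400 µM final · Dosing – one test concentration per compound, 20 µM, with 3% DMSO overall · Timing – 50 min enzyme reaction at room temperature, protected from light · Detection – fluorescence intensity · Controls – substrate-only low control, DMSO enzyme-plus-substrate high control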
MsrA inh = inhibits bovine methionine sulfoxide reductase A. purified bovine MsrA, absorbance read-out. inhibition, % at 15.5 µM. actives 0.75% (n = 360,000). AID 651718; in the data active means inhibition above about 4.5%;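 further: 0% = vehicle wells with enzyme and 100% = reference inhibitor wells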
SUMO1 PPI mod = SUMO1-SIM interaction modulation; P63165; SUMO1 binding to a labelled peptide, TR-FRET, 1 h; inhibition, % at 20 µM; actives 0.33% (n = 360,000); AID 602429; in the data active means inhibition above about 37%
Target sequence (P63165 whole entry, looked up): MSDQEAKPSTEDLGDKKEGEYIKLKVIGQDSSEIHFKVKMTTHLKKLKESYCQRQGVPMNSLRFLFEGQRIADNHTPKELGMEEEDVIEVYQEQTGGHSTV
* = called active by the depositor; . = no result given.

# | mol | Tb MetRS inh | STEP block | Scp1 inh | bovine MsrA act | NRP1-CendR mod
1 | CC(Sc1nc2ccccc2c(=O)n1Cc1ccco1)C(=O)c1ccccc1 (centres undefined) | -0.2 | 6 | -6 | -3 | 1
2 | Cc1cc(C)c2nc(SCC(=O)NCCC3=CCCCC3)cc(C)c2c1 | -0.6 | 3 | 22 | -4 | -10
3 | Cc1cccc2cc(COC(=O)c3ccccc3)c(=O)[nH]c12 | -0.3 | -2 | -4 | 0 | 6
4 | O=C(NCc1ccco1)C1Cc2c(-c3ccccc3Oc3ccccc3)ccnc2O1 (centres undefined) | -0.3 | 0 | . | -2 | 6
5 | CCCCCc1c(C)nc(N2CCOCC2)[nH]c1=O | 0.1 | 2 | -4 | -3 | -178
6 | O=S(=O)(c1ccc(Cl)cc1)c1cnc(-c2cccnc2)nc1-c1ccccc1 | -1.0 | 2 | 5 | 0 | 9
7 | O=C(CCCSc1nc2ccccc2[nH]1)NC1=NCCS1 | 0.7 | 2 | 0 | 2 | 11
8 | C/C(=N\NC(=S)Nc1ccccc1C)c1ccc(O)cc1 | -0.6 | 0 | -7 | -5 | 1
9 | COc1ccc(C(C)=O)cc1CSc1nnc(Nc2ccc(C)cc2C)s1 | -0.8 | 2 | 3 | -3 | 7
10 | Cc1cc(C)nc(NS(=O)(=O)c2ccc(NC(=O)Cc3ccc(F)cc3)cc2)n1 | -0.2 | -3 | -2 | -8 | -8
11 | COC(=O)c1cc(C#N)c(N2CCOCC2)nc1C | -0.1 | 0 | -3 | -2 | 10
12 | C/C(N)=C(/C#N)C(=O)CSc1nc2ccccc2c(=O)n1CCCO | -0.7 | 0 | 7 | 1 | -12

# | DNMT1 inh | E coli Lon inh | LMPTP inh | MsrA inh | SUMO1 PPI mod
1 | 0 | -15 | 3.6 | 0.3 | -5
2 | 7 | -8 | 1.3 | 0.8 | 0
3 | 1 | 0 | -0.7 | -0.2 | 1
4 | 2 | 0 | 1.2 | 1.3 | 7
5 | -1 | -3 | 0.9 | -0.7 | 4
6 | 25 | -4 | -0.7 | -1.0 | -2
7 | -3 | -7 | 0.5 | 1.9 | -4
8 | -8 | 5 | -1.1 | . | -1
9 | -6 | 4 | 1.4 | 3.8 | 4
10 | 3 | -17 | -0.9 | 0.6 | 12
11 | 7 | -2 | -1.2 | 1.4 | -1
12 | -1 | -6 | 0.3 | -2.0 | -1

3 entries from above, sorted by length of the SMILES, high to low:
# | mol | Tb MetRS inh | STEP block | Scp1 inh | bovine MsrA act | NRP1-CendR mod
4 | O=C(NCc1ccco1)C1Cc2c(-c3ccccc3Oc3ccccc3)ccnc2O1 (centres undefined) | -0.3 | 0 | . | -2 | 6
1 | CC(Sc1nc2ccccc2c(=O)n1Cc1ccco1)C(=O)c1ccccc1 (centres undefined) | -0.2 | 6 | -6 | -3 | 1
11 | COC(=O)c1cc(C#N)c(N2CCOCC2)nc1C | -0.1 | 0 | -3 | -2 | 10

# | DNMT1 inh | E coli Lon inh | LMPTP inh | MsrA inh | SUMO1 PPI mod
4 | 2 | 0 | 1.2 | 1.3 | 7
1 | 0 | -15 | 3.6 | 0.3 | -5
11 | 7 | -2 | -1.2 | 1.4 | -1

Further entries follow:
# | mol | Tb MetRS inh | STEP block | Scp1 inh | bovine MsrA act | NRP1-CendR mod
13 | COC(=O)c1ccccc1NC(=O)NC1CCCCC1 | 3.0 | 2 | 3 | -2 | -6
14 | COc1cccc(C(=O)CC(C#N)c2ccc(F)cc2)c1 (centres undefined) | -2.1 | -3 | 4 | -14 | 7
15 | CCOc1ccc(N2CC(C(=O)Nc3ccncc3)CC2=O)cc1 (centres undefined) | -0.3 | 1 | -2 | -1 | 6
16 | Cc1cc(C)cc(OC(C)C(=O)NCCCn2ccnc2)c1 (centres undefined) | -0.4 | 1 | -1 | -1 | 0
17 | Cc1cc(C)c(C#N)c(SC(F)F)n1 | -1.1 | -3 | -13 | -13 | 6
18 | Cc1ccc(-n2c(SCC(=O)Nc3ncc(Cl)cc3Cl)nc3ccccc32)cc1 | -0.8 | 2 | 0 | -8 | -6
19 | Cc1cc(C)n(-c2nc3ccccc3c(=O)n2OCC(N)=O)n1 | -0.1 | 2 | -14 | -1 | -9
20 | O=C(NCc1cccnc1)c1cn(-c2ccccc2)nc1-c1ccccc1 | 0.3 | 0 | -6 | -6 | 3
21 | Cc1sc2nc(CSC(C)C(=O)Nc3ccc(Cl)cn3)[nH]c(=O)c2c1C (centres undefined) | -0.3 | 79* | 2 | -3 | -35
22 | COc1ccc(-c2nc3ccccc3n2CCC(C)C)cc1OC | -0.3 | 0 | -2 | -2 | -10
23 | Cc1ccn(S(=O)(=O)c2ccc(N3CCCC3=O)cc2)n1 | -0.8 | -2 | 3 | -2 | 0
24 | Cc1ccc(N(C)S(=O)(=O)c2cccc(C(=O)NC3=NCCS3)c2)cc1 | -1.1 | -1 | 6 | -12 | -8

# | DNMT1 inh | E coli Lon inh | LMPTP inh | MsrA inh | SUMO1 PPI mod
13 | 1 | -2 | 0.0 | 0.3 | 3
14 | 7 | 11 | 1.5 | . | 0
15 | 0 | 4 | 0.1 | -1.3 | 2
16 | 2 | -5 | -5.4 | -0.9 | -2
17 | 0 | -3 | -0.8 | 0.9 | 0
18 | -6 | 5 | 4.7 | 0.2 | 4
19 | -2 | -3 | -1.3 | -0.1 | 0
20 | -1 | 2 | 0.9 | -1.3 | -2
21 | 2 | -17 | -1.8 | 0.3 | 6
22 | -3 | -5 | 18 | -0.8 | 3
23 | 1 | -7 | 0.9 | 0.9 | 3
24 | -2 | -11 | 0.1 | 0.0 | 1

Carrying on.
# | mol | Tb MetRS inh | STEP block | Scp1 inh | bovine MsrA act | NRP1-CendR mod
25 | CN1CCc2c(OCC(=O)N3CCC(Cc4ccccc4)CC3)cccc2C1=O | -0.3 | -1 | 5 | 2 | 15
26 | CCCc1[nH]nc2c1C1(CCN(C(=O)OCc3ccccc3)CC1)C(C#N)=C(N)O2 | -0.4 | -2 | -11 | 0 | 5
27 | COC(=O)C(C(=O)Nc1nc2ccccc2s1)C1CCCC1 (centres undefined) | -0.6 | -2 | -4 | -11 | 3
28 | Cc1ccc(C(=O)Nc2ccccc2Oc2ccccc2)o1 | -0.2 | -2 | -13 | -2 | 5
29 | Cc1ccc(NC(=O)N2CCCC2C(=O)NCc2ccc(Cl)cc2)cc1 (centres undefined) | -0.7 | -3 | 1 | 1 | 3
30 | Cc1ccc(C)c(CN2CCC(CNC(=O)CCc3nnc4ccc(N5CCCCC5)nn34)CC2)c1 | -0.8 | 0 | -7 | -1 | -1
31 | CCc1ccccc1NS(=O)(=O)c1ccc2[nH]cc(C(=O)NC3CCCC3)c(=O)c2c1 | -0.5 | 3 | 14 | -4 | -6
32 | O=C(OCCN1C(=O)c2ccccc2C1=O)c1cc(=O)[nH]c2ccccc12 | -0.4 | -3 | -2 | -2 | -6
33 | CCOc1ccccc1N1CCN(C(=O)c2cc3c(s2)CCC3)CC1 | -0.3 | 2 | 0 | -1 | -4
34 | COc1ccc(NC(=O)CNC(=O)CC23CC4CC(CC(C4)C2)C3)c(OC)c1 | -0.2 | 0 | -6 | -5 | -1
35 | O=C(Nc1nc(-c2ccccc2)cs1)c1ccc2c(c1)S(=O)(=O)c1ccccc1C2=O | 0.2 | 4 | 1 | -3 | 6
36 | CCCCn1c(N)c(N(CC(C)C)C(=O)CSCC(=O)Nc2ccc(OC)cc2)c(=O)[nH]c1=O | -0.4 | -1 | -3 | -5 | 1

# | DNMT1 inh | E coli Lon inh | LMPTP inh | MsrA inh | SUMO1 PPI mod
25 | 0 | 8 | 0.6 | 0.0 | 0
26 | -4 | -3 | -1.3 | -0.6 | -1
27 | 7 | 4 | 0.9 | -0.8 | 4
28 | -1 | -3 | 0.3 | 1.8 | -4
29 | -2 | 7 | -0.5 | 0.6 | -1
30 | -3 | -4 | 0.6 | 0.8 | -13
31 | 8 | -15 | 2.2 | -1.5 | 15
32 | -2 | -3 | -1.2 | 0.1 | -18
33 | -1 | -3 | 1.1 | 0.8 | 3
34 | -3 | -10 | 0.1 | 0.2 | -1
35 | 14 | -8 | 1.5 | 0.8 | -9
36 | 0 | -4 | -0.3 | 2.0 | 2

Part of the list above, limited to Scp1 inh, E coli Lon inh and STEP block.
| entry | smiles | Scp1 inh | E coli Lon inh | STEP block |
| --- | --- | --- | --- | --- |
| 36 | CCCCn1c(N)c(N(CC(C)C)C(=O)CSCC(=O)Nc2ccc(OC)cc2)c(=O)[nH]c1=O | -3 | -4 | -1 |
| 29 | Cc1ccc(NC(=O)N2CCCC2C(=O)NCc2ccc(Cl)cc2)cc1 (centres undefined) | 1 | 7 | -3 |
| 32 | O=C(OCCN1C(=O)c2ccccc2C1=O)c1cc(=O)[nH]c2ccccc12 | -2 | -3 | -3 |
| 26 | CCCc1[nH]nc2c1C1(CCN(C(=O)OCc3ccccc3)CC1)C(C#N)=C(N)O2 | -11 | -3 | -2 |
| 30 | Cc1ccc(C)c(CN2CCC(CNC(=O)CCc3nnc4ccc(N5CCCCC5)nn34)CC2)c1 | -7 | -4 | 0 |

Next records:
# | mol | Tb MetRS inh | STEP block | Scp1 inh | bovine MsrA act | NRP1-CendR mod
37 | O=C(NCCc1ccc(F)cc1)c1ccc(S(=O)(=O)N2CCCC2)cc1 | -0.3 | -3 | -3 | -2 | 6
38 | COc1nc(C)nc2c1sc1nc3c(cc12)COC(C)(C)C3 | -0.2 | 2 | -7 | -4 | 14
39 | COc1cc(NS(=O)(=O)c2ccc(Br)s2)cc(OC)c1 | -0.2 | -4 | -15 | -3 | -25
40 | Cc1oc(-c2ccc(Cl)cc2)nc1CS(=O)CC(=O)NCCCN1CCOCC1 (centres undefined) | -0.3 | -1 | -11 | -1 | -5
41 | CCOC(=O)c1[nH]cnc1C(=O)N1CCC(C)CC1 | -0.5 | -2 | 4 | -8 | -10

# | DNMT1 inh | E coli Lon inh | LMPTP inh | MsrA inh | SUMO1 PPI mod
37 | 2 | -8 | 0.6 | -0.8 | 0
38 | 1 | -7 | -1.8 | 1.9 | 0
39 | -11 | 4 | 1.4 | 0.0 | 1
40 | -3 | -3 | -0.6 | 0.9 | -5
41 | 6 | -6 | -0.6 | -0.8 | -2
